# Source: PubChem BioAssay (The Scripps Research Institute Molecular Screening Center)
# MITF inh – blocks human microphthalmia-associated transcription factor; O75030; AlphaScreen MITF homodimerization, bead proximity signal; inhibition, % at 2.6 µM; 0.91% of 650,000 active; AID 1259374; in the data active = inhibition above about 50%;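 note: 0% = vehicle wells with protein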
# TEAD-YAP block – TEAD-YAP interaction inhibition; HEK-TIYL cells, TEAD-Gal4/YAP UAS-luciferase luminescence; inhibition, % at 9.12 µM; 1.4% of 640,000 active; AID 1259422; in the data active = inhibition above about 32%;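 note: 0% = median of test compound wells and 100% = reference inhibitor wells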
# FBW7 activator – human FBW7 E3 ligase activation, primary screen; Q969H0; AlphaScreen FBW7–phospho-cyclin E peptide binding, activator screen; normalized activity (activation), % at 26.1 µM; 0.13% of 650,000 active; AID 1259310; in the data active = normalized activity above about 1.9%;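 note: purified mutant Fbw7 with reduced substrate affinity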
# Target sequence (Q969H0 whole entry, looked up): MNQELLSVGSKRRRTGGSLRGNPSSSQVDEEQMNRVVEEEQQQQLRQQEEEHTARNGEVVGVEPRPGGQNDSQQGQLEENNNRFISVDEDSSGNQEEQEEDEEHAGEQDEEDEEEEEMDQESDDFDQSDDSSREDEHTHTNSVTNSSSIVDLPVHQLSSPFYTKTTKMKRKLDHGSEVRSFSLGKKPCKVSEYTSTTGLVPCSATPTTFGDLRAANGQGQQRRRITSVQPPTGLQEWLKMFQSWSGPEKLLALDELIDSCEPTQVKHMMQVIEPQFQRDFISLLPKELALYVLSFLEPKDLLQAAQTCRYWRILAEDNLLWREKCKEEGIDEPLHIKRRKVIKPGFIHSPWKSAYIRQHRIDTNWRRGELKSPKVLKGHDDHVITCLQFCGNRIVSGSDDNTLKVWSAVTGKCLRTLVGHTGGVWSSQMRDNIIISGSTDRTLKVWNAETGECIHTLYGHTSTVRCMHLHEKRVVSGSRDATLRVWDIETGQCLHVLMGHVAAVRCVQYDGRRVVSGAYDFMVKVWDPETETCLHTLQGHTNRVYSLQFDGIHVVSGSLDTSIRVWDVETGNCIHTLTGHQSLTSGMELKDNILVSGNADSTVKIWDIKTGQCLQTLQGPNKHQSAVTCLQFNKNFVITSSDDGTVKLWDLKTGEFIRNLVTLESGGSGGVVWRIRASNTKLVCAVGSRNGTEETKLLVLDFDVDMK
# GPR151 ag – human GPR151 activation | Q8TDV0 | PathHunter beta-arrestin GPR151 cells, luminescence | activation, % at 11.2 µM | 1% of 650,000 active | AID 1508602; in the data active = activation above about 4.9%;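 note: 0% = median of compound wells and 100% = cells with positive control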
# Target sequence (Q8TDV0 whole entry, looked up): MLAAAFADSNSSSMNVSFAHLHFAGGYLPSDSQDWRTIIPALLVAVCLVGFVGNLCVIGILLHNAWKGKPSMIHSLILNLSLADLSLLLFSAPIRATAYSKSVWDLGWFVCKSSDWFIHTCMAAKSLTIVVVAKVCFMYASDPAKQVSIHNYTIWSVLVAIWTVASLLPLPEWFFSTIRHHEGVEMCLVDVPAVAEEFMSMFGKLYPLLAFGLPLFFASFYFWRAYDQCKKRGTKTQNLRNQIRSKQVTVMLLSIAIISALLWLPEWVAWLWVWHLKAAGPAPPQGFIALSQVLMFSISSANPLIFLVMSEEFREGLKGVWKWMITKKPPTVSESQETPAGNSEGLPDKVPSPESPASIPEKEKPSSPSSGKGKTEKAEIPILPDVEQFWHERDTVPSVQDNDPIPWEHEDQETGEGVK
# * hit, by the source's call; & = joins results of further samples.
nr	SMILES	MITF inh	TEAD-YAP block	FBW7 activator	GPR151 ag
1	COc1ccc2nc(NC(=O)CSCc3ccccc3)sc2c1	21	-4	0.1	-1.6
2	COc1ccc(C(=O)ON2C(=O)CCC2=O)cc1I	3	6	0.7	-0.2
3	Cc1c(NC(=O)c2ccccc2Cl)c(=O)n(-c2ccccc2)n1C	3	-1	-0.1	2.3
4	O=C1CCN(Cc2cccnc2)CCN1Cc1ccc(Cl)nc1	4	1	0.1	-0.7
5	O=C(O)CCC(NC(=O)/C(=C\c1ccc2c(c1)OCO2)NC(=O)c1ccccc1)C(=O)O (centres undefined)	1	14	0.1	-0.7
6	COc1ccc(Cl)cc1NC(=O)c1cc2nc(-c3ccc(Cl)cc3)cc(C(F)(F)F)n2n1	4	-11	0.0	0.7
7	CCCCCc1c(C)c(C#N)c2nc3ccccc3n2c1NCCCN(CC)CC	-2	-7	0.2	2.0
8	Cc1ccc(C2Nc3ccccc3NC3=C2C(=O)CC(c2cccc(Br)c2)C3)cc1 (centres undefined)	3	-1	-0.1	1.4
9	COC(=O)c1nn2c(C(F)(F)F)cc(-c3ccccc3)nc2c1Br	6	7	0.5	-0.5
10	CCOC(=O)C1=C(C)N=c2s/c(=C\c3ccc(C(C)C)cc3)c(=O)n2C1c1ccc(N(C)C)cc1 (centres undefined)	-6	-5	0.0	1.1
11	CC(Cc1ccccc1)NC(=O)CCCC(=O)NC(C)Cc1ccccc1 (centres undefined)	-14	-2	0.2	-0.5
12	CC(C)c1ccc(OCC(=O)N(C)Cc2ccccc2)cc1	-6	-84	0.0	-0.8
13	C=CCN1CCN(c2c(Cl)cccc2NC(=O)c2cc(Br)ccn2)CC1	0	-10	0.3	1.5
14	c1ccc(C(Sc2nnc(COc3ccc(C4CCCCC4)cc3)n2-c2ccccc2)c2ccccc2)cc1	15	-19	0.6	1.5
15	COc1ccc(CCNC(=O)Cc2c(SC)c3ccccc3n2Cc2ccccc2)cc1OC	1	-2	0.0	-0.1
16	C=Cc1ccc(COC(=O)c2nnn(-c3ccccc3)c2C)cc1	-3	2	0.0	0.1
17	COC(C(=O)Nc1ccc(S(=O)(=O)Nc2cccc3ccccc23)cc1)c1ccccc1 (centres undefined)	9	13	-0.1	0.4
18	COc1ccc(-c2cn3nc(C)c(C)nc3n2)cc1OC	2	-54	-0.4	0.9
19	O=c1[nH]c2ccccc2nc1/C=C(\O)c1ccc(F)cc1	1	-85	0.3	1.9
20	Cc1cc2c(c(=O)n1CCN(C)C)C(c1ccc(F)cc1)C(C#N)=C(N)O2 (centres undefined)	-6	5	0.0	-0.1

# Sorted by molar mass (lowest first): four of the compounds above
nr	SMILES	MITF inh	TEAD-YAP block	FBW7 activator	GPR151 ag
12	CC(C)c1ccc(OCC(=O)N(C)Cc2ccccc2)cc1	-6	-84	0.0	-0.8
2	COc1ccc(C(=O)ON2C(=O)CCC2=O)cc1I	3	6	0.7	-0.2
15	COc1ccc(CCNC(=O)Cc2c(SC)c3ccccc3n2Cc2ccccc2)cc1OC	1	-2	0.0	-0.1
6	COc1ccc(Cl)cc1NC(=O)c1cc2nc(-c3ccc(Cl)cc3)cc(C(F)(F)F)n2n1	4	-11	0.0	0.7

# As entered above:
# compound 13 @ FBW7 activator = 0.3
# compound 1 @ FBW7 activator = 0.1
# compound 8 @ MITF inh = 3
# compound 10 @ GPR151 ag = 1.1

# The listing continues.
nr	SMILES	MITF inh	TEAD-YAP block	FBW7 activator	GPR151 ag
21	O=S(=O)(NC(=NCCCn1ccnc1)c1ccccc1)c1ccccc1	-4	-4	-0.1	-1.4
22	CCN(CC)CC12CC3CC(C)(CC(C)(C3)C1)C2	15	-4	0.2	-0.6
23	COc1ccc(OCC(O)CN2CCN(CC(O)COC(C)C)CC2)cc1 (centres undefined)	-14	7	0.3	-1.4
24	CCOc1ccc(-n2cc(O)c(C(=O)OC)c2C)cc1	20	-8	-0.1	-1.1
25	COc1ccc(N2C(C(C)=O)=NN(c3ccc(Cl)cc3)C2c2ccc(OCc3ccc(Cl)cc3)c(OC)c2)cc1 (centres undefined)	13	-6	0.2	-0.5
26	COc1cc(NC(=O)CSc2ccccc2)ccc1NC(=O)COc1ccccc1	19	3	0.5	-1.1
27	CCOC(=O)c1sc(N)c(C#N)c1COC(=O)CNS(=O)(=O)/C=C/c1ccccc1	18	1	0.2	2.1
28	CC(C)(NO)/C(=N\O)c1ccc(Cl)cc1	1	-3	0.1	0.2
29	CCOc1ccc(C(C)NC(=O)c2cccc([N+](=O)[O-])c2)cc1 (centres undefined)	2	18	-0.1	-0.1
30	CCOC(=O)c1ccccc1NC(=O)c1sc(NC(=O)COc2ccccc2C)c(C(=O)OCC)c1C	12	7	0.1	-0.2
31	CCN(CC)c1cc(=O)n2c(n1)SCCC2	-4	7	0.3	0.2
32	Cc1nnc(SCC(=O)N2CCCC2)n1Cc1ccccc1	-1	10	0.0	0.8
33	CCC(C)NC(=O)c1cc2n(n1)C(C(F)(F)F)CC(c1ccc3c(c1)OCO3)N2 (centres undefined)	5	-1	-0.1	0.6
34	O=C(CCC(=O)N1CCC2(CC1)NC(=O)c1ccccc1O2)Nc1ccccn1	16	5	0.2	1.7
35	COc1ccccc1C1CCCN1C(=O)C1CCN(c2nc(C)c3ccccc3n2)CC1 (centres undefined)	-20	-6	0.9	11*
36	FC(F)(F)c1ccccc1CN1CCCC(c2ccn[nH]2)C1 (centres undefined)	8	0	0.1	-0.7
37	C/C(N)=N\S(=O)(=O)c1ccc([N+](=O)[O-])cc1	10	5	-0.2	1.4
38	CCc1ccc(S(=O)(=O)NC(=S)Nc2ccccc2)cc1	5	-2	-0.2	-1.1
39	Cc1nc2c(C(=O)NCC3CCCO3)cnn2c(C)c1Cc1ccc(F)cc1 (centres undefined)	1	2	-0.1	0.2
40	COC(=O)Nc1nc2ccc(Sc3ccccc3)cc2[nH]1	-19&2	14	-0.1&0.0	4.1&0.5

# Some of the entries so far, in transposed form:
(34) O=C(CCC(=O)N1CCC2(CC1)NC(=O)c1ccccc1O2)Nc1ccccn1
(21) O=S(=O)(NC(=NCCCn1ccnc1)c1ccccc1)c1ccccc1

entry no. | 34 | 21
MITF inh | 16 | -4
TEAD-YAP block | 5 | -4
FBW7 activator | 0.2 | -0.1
GPR151 ag | 1.7 | -1.4

# Additional records.
nr	SMILES	MITF inh	TEAD-YAP block	FBW7 activator	GPR151 ag
41	COc1ccc2c(c1)OC(C)CN(CCC(=O)NCc1cc3ccccc3s1)C2 (centres undefined)	4	1	0.1	-0.6
42	C=CCn1c(SCC(N)=O)nnc1-c1ccccc1O	1	2	0.1	1.1
43	COc1ccc(/C=C/C(=O)Nc2cc(=O)n(C)c(=O)n2C)cc1	-3	-45	0.0	-1.2
44	COc1ccc(C=O)cc1CSc1nc2ccccc2[nH]1	18	-2	0.1	-0.4
45	O=C(/C=C(\O)c1ccccc1)C(=O)Nc1ccc(F)cc1	19	-47	0.4	-0.6
46	CC(=O)C1=C(O)C(=O)N(CCN2CCOCC2)C1c1ccc2c(c1)OCO2 (centres undefined)	12	6	0.3	0.2
47	O=[N+]([O-])c1c(N2CCN(CCO)CC2)cc(Cl)c2nonc12	0	5	-0.1	0.6
48	O=C(NC1CC1)c1cccc(Nc2ncccn2)n1	-4	-4	0.0	-1.2
49	CC(C)(C)c1ccc(-c2conc2N)cc1	-15	-5	-0.1	0.3
50	CC1CCCCC12NC(=O)N(Cc1ccccc1C#N)C2=O (centres undefined)	9	15	0.0	-0.9
51	Cc1ccc(-c2nc3cnccn3c2Nc2ccc3c(c2)OCO3)cc1	11	-1	-0.1	0.4
52	Cc1nn(C)c(C)c1-c1nc(C(=O)Nc2ccc(Oc3ccccc3)cc2)cs1	36	-15	0.1	1.2
53	COc1cc(-c2cnc3ccc(NCC4CC4)nn23)ccc1O	-2	-4	0.1	-1.1
54	O=C(NC(NCCC12CC3CC(CC(C3)C1)C2)(C(F)(F)F)C(F)(F)F)c1ccco1	-10	-19	-0.2	-0.2
55	O=C(NOC(=O)c1cc([N+](=O)[O-])ccc1Cl)c1ccc(Cl)cc1	-1	-8	-0.3	2.1
56	NO	-21	-4	0.1	-1.2
57	CCCCNC(=O)Oc1ccc(C(=O)N2c3ccccc3NC(=O)C2C)cc1 (centres undefined)	-7	5	0.1	-1.2
58	C[C@@H]1NC(=O)[C@@H]2C[C@H](NCc3ccccc3Cl)CN2C1=O	6	4	0.0	-0.4
59	COc1cc(OC)c(OC)cc1CNCc1ccc2c(c1)OCO2	30	2	0.1	0.8
60	COc1ccc(CCn2c(C)cc(-c3csc(N)n3)c2C)cc1	11	0	-0.2	-0.3

# (listing goes on)
nr	SMILES	MITF inh	TEAD-YAP block	FBW7 activator	GPR151 ag
61	Cc1ccc(CNC(=O)CCS(=O)(=O)c2ccc3nc(C)sc3c2)cc1	-6	9	0.1	2.5
62	CCC(Sc1nc(C)cc(C)n1)C(=O)Nc1nnc(C)s1 (centres undefined)	-15	4	-0.1	0.2
63	Cc1ccc(C(C)CCN2CCOc3ccc(C(O)c4ccccn4)cc3C2)o1 (centres undefined)	-6	1	0.0	-0.4
64	O=[N+]([O-])c1cccc(Cl)c1CSc1nnnn1-c1ccccc1	7	7	-0.2	6.2*
65	CCc1[nH]nc2c1C(c1ccncc1)C(C#N)=C(N)O2 (centres undefined)	-3	-1	-0.1	0.0
66	OCCC1CN(C2CCN(CCc3ccccc3)CC2)CCN1Cc1ccc(F)cc1 (centres undefined)	-7	6	-0.1	-0.2
67	COC(=O)C1=C(C)NC(=O)C1(NS(=O)(=O)c1ccc(NC(C)=O)cc1)C(F)(F)F (centres undefined)	13	2	0.1	0.4
68	COc1cc2c(cc1OC)[C@@H](c1ccccc1)CN(C)CC2	24	2	0.0	7.5*
69	CCN(CC)c1ccc(NC(=O)c2ccccc2NC(=O)c2ccccn2)cc1	-11	1	0.0	-0.5
70	O=C(COc1ccc(Br)cc1)NCc1nc(-c2ccc(Cl)cc2)no1	56*	-6	-0.2	0.4
71	CCOC(=O)N1CCN(C2C3CC4CC(C3)CC2C4)CC1 (centres undefined)	-5	0	0.0	1.1
72	O=C(/C=C/c1ccccc1)Nn1c(-c2cccs2)nc2ccccc2c1=O	8	17	-0.1	-0.4
73	O=C(Cn1cnc2sc3c(c2c1=O)CCCC3)Nc1ccc(Cl)cc1	8	2	0.1	-1.2
74	CN1C(C(=O)N2CCCCC2)=CC(c2cccs2)=NS1(=O)=O	5	-3	-0.1	-0.2
75	CCC(=O)Nc1ccc(NC(=O)CSc2nc3cccnc3n2C)cc1	-9	1	0.9	1.7
76	C=C1N(c2ccccc2)C(=O)OC1(C)CC (centres undefined)	5	-2	-0.1	0.7
77	CSc1nc2ncc(C(=O)c3cc(Cl)ccc3O)cc2c(=O)[nH]1	6	6	0.0	-0.6
78	Cn1c(SCC(=O)NCCc2ccccc2)nnc1-c1ccncc1	5	5	0.0	6.1*
79	O=C(c1ccccc1)c1ccc(OCCn2cnc3ccccc3c2=O)cc1	-15	-2	0.0	0.9
80	CC(=O)OC(OC(C)=O)C12C=CC(O1)C1C(=O)N(c3cccc([N+](=O)[O-])c3)C(=O)C12 (centres undefined)	2	6	-0.1	-0.2

# The list continues.
nr	SMILES	MITF inh	TEAD-YAP block	FBW7 activator	GPR151 ag
81	FC(F)(F)c1ccc(Cn2cnc3c(Nc4ccc(N5CCOCC5)cc4)nc(N4CCC(N5CCOCC5)CC4)nc32)cc1	17	-7	-0.5	2.4
82	COC(=O)c1cc(CNC(=O)c2cccc3ccccc23)cc(NC(=O)c2ccco2)c1	3	-9	0.5	0.8
83	Fc1ccc(Oc2ncnc3c2cnn3-c2cccc(Cl)c2)cc1	3	-8	0.1	-0.2
84	COc1ccc(-c2noc(N(C)CC(=O)Nc3ccc(Br)cc3C)n2)cc1	13	9	0.2	0.6
85	CCCN(CCC)S(=O)(=O)c1ccc(C(=O)Nc2nnc(SC)s2)cc1	-5	9	-0.1	-1.3
86	O=C(O)c1ccc(Sc2ccccn2)cc1	-2	0	0.0	-1.1
87	Cc1ccc(NC(=O)c2cc(=O)n(C)c(=O)[nH]2)cc1C	7	-2	0.0	0.2
88	CC(C)c1ccc(OCC(=O)Nc2cc(Cl)ccc2C(=O)O)cc1	6	14	0.3	-1.3
89	COCCCNc1nc2c(S(=O)(=O)c3ccc(C(C)C)cc3)nnn2c2ccccc12	10	7	0.0	2.1
90	O=C1C2C3C=CC(C3)C2C(=O)N1Nc1ccccc1 (centres undefined)	-1	7	0.3	-1.1
91	CC(C)[C@H](Cn1nc(-c2cccs2)ccc1=O)NC(=O)c1cc2ccccc2oc1=O	6	5	-0.1	-1.6
92	O=C(NCC1Cc2cc(-c3cnc4ccccc4c3)cc(F)c2O1)c1cnsn1 (centres undefined)	-2	-7	0.0	0.6
93	O=C(CCn1nnc2ccccc21)NC1(c2cccc(F)c2)CCCC1	0	8	-0.1	0.5
94	O=C(CS(=O)CC(=O)Nc1cnc2ccccc2c1)Nc1ccc(Cl)cc1 (centres undefined)	-8	6	0.0	0.5
95	O=C(N/C(=C/c1ccc(Br)cc1)C(=O)N1CCOCC1)c1ccco1	15	-4	0.1	-1.8
96	CCC(=Nc1ccc(C)cc1)c1c(O)n(CCOC)c(=S)[nH]c1=O	7	11	0.1	0.3
97	Cc1ccc(-n2ncc3c(=O)n(CC(=O)NC4CC4)cnc32)cc1C	18	1	0.2	0.3
98	COc1ccc(-n2ncc3c(N4CCCCCC4)ncnc32)cc1	-7	97*	0.1	-5.0
99	Cc1nn(C(C)C(=O)NC2(C#N)CCCCC2)c(C)c1[N+](=O)[O-] (centres undefined)	-14	-1	0.3	0.1
100	COc1ccc(C(C)=O)cc1CSc1nc2c(sc(=S)n2-c2ccccc2OC)c(=O)n1Cc1ccco1	2	2	0.0	0.9
101	CC1CCN(C(=O)C(C)Nc2cc(Cl)ccc2N2CCOCC2)CC1 (centres undefined)	27	-1	-0.1	0.5
